SENP8 block-1 = inhibitors of human SENP8 protease. Q96LD8. recombinant SENP8, Nedd8 substrate fluorescence. inhibition, % at 20 µM. 0.64% of 360,000 active. AID 602440; in the data active = inhibition mostly above about 40%, no sharp cut-off; inactive = mostly below about 27%
SENP8 block-2 = blocks the human protease SENP8. inhibition, % at 10 µM. AID 2540. purified SENP8, Z-RLRGG-aminoluciferin cleavage, luminescence. 1.2% of 330,000 active. Q96LD8; in the data active = inhibition above about 50%
SENP1 FRET inh = inhibitors of human SENP1 SUMO protease catalytic domain; recombinant SENP1 catalytic domain, CyPet-SUMO1-YPet FRET cleavage; inhibition, % at 10 µM; 0.21% of 360,000 active; AID 624204;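 active = inhibition at least 30% at 10 µM, raw YFP signal under a set limit, fluorescence ratio 0.5 to 1.5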;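 note: 0% = enzyme with DMSO and 100% = no enzyme wells; some results filed as inactive read as strong as hits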
Target sequence (Q9P0U3 419-644 limits assumed): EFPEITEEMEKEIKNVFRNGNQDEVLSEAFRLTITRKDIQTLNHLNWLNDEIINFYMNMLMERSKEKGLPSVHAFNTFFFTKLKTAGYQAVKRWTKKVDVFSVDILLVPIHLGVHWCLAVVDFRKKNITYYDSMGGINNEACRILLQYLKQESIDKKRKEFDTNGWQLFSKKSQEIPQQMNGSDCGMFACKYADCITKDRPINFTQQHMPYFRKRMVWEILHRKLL
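system = hSENP1 catalytic domain, recombinant | reagent = SFCypet-SUMO1-SFYpet substrate at 25 nM | doses = one dose per compound, 10 µM, 0.5% DMSO | incubation = enzyme reaction for 50 min at room temperature, dark | measured by = FRET, CFP and YFP emission | controls = no-enzyme low, enzyme-DMSO high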
Apaf-1 inh = inhibitors of human Apaf-1 apoptosome. O14727. reconstituted apoptosome caspase-3 activity, DEVD-Rh110 fluorescence. AID 489030. 0.71% of 330,000 active. inhibition, % at 20 µM; active = inhibition of at least 40% at 20 µM;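 note: plate controls were DMSO wells for no effect and DEVD-CHO caspase inhibitor wells for full effect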
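Material: reconstituted apoptosome with Apaf-1, cytochrome c, caspase-9, procaspase-3, dATP; medium: pH 7.5 Hepes buffer with CHAPS, BSA, DTT; also added: cytochrome c and DEVD-Rh110 substrate; timing: 30 min plus 50 min, RT; signal: Rh110 fluorescence intensity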
SENP6 inh = blocks the human protease SENP6. Recombinant SENP6 catalytic domain, aminoluciferin luminescence. inhibition, % at 10 µM. 1.8% of 330,000 active. AID 2599;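 active = inhibition above about 50% at the single tested dose, limit read from the data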;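 note: plate controls were DMSO wells with enzyme for no effect and DMSO wells lacking enzyme for full effect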
Target sequence (Q9GZR1 628-1112 limits assumed): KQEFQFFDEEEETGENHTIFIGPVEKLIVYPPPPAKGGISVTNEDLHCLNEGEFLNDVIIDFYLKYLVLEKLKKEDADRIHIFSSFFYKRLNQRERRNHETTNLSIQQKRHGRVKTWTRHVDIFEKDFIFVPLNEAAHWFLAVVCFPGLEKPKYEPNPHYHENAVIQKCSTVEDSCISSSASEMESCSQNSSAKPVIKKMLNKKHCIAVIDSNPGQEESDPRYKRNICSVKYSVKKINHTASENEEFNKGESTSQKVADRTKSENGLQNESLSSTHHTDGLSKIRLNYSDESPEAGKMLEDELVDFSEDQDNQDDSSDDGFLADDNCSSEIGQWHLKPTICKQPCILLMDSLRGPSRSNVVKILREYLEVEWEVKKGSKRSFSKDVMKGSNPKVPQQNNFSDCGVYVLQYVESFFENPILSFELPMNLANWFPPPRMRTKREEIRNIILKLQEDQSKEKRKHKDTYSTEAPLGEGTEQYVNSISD
SENP7 inh = SENP7 protease inhibition | Q9BQF6 | recombinant SENP7, Z-RLRGG-aminoluciferin luminescence, 40 min | inhibition, % at 5 µM | 1.5% of 330,000 active;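 active = inhibition above about 50% at the single test dose, limit read from the data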;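 note: plate controls were DMSO with enzyme for no effect and no enzyme buffer wells for full effect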
Target sequence (Q9BQF6 706-1050 limits assumed): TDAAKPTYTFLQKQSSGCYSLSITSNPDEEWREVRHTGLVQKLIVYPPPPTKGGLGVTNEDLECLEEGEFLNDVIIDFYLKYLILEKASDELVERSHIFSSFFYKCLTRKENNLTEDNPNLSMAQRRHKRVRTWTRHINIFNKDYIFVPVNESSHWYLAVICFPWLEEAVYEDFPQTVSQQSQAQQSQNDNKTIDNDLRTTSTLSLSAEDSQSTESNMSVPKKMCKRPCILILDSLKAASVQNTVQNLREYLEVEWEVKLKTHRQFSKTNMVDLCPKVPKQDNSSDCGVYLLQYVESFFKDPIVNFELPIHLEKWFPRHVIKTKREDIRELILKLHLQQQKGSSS
HKDC1 inhibitor = HKDC1 (human) hexokinase inhibition; inhibition, % at 20 µM; 0.16% of 340,000 active; Q2TB90; recombinant HKDC1, G6PDH/diaphorase resazurin coupled fluorescence;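 active = inhibition above about 35% when tested at 20 µM, limit read from the data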;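 note: plate controls were DMSO wells with enzyme for no effect and DMSO wells lacking enzyme for full effect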
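Assay system: in-house recombinant HK5 (HKDC1) enzyme. Input: HKDC1 at 5 µg/mL. Medium: Tris pH 8.0 buffer with MgCl2, Tween-20, BSA, BME. Dosing: single 20 µM dose. Schedule: 90 min reaction incubation at room temperature, dark. Signal: resazurin-to-resorufin fluorescence via G6PDH and diaphorase coupling, 525/613 nm. Controls: DMSO-enzyme wells negative, buffer-substituted wells positive.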
PfGluPho inh = PfG6PD (Plasmodium falciparum) enzyme inhibition. PfGluPho enzyme, NADPH resazurin-diaphorase fluorescence. inhibition, % at 20 µM. 0.78% of 350,000 active;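 active = inhibition reaching at least a set limit at 20 µM in the primary screen, cut at about 59% in these data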;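 note: 0% = DMSO wells with substrate and 100% = DMSO wells lacking glucose-6-phosphate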
NALP3 yeast inh = NALP3 inhibition in yeast; inhibition, % at 10 µM; 0.39% of 330,000 active; Yeast reconstituted NLRP3/ASC/caspase-1, beta-gal luminescence, 24 h; AID 2825;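 active = inhibition of 50% or more; inactive = inhibition below 50%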;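 note: plate controls were induced DMSO wells for no effect and uninduced yeast grown without galactose for full effect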
Starred values were filed as active, the others as inactive; . = not tested or not shown. Not a hit list. About 4.1% of those tested had a hit in this group.

SMILES | SENP8 block-1 | SENP8 block-2 | SENP1 FRET inh | Apaf-1 inh | SENP6 inh | SENP7 inh | HKDC1 inhibitor | PfGluPho inh | NALP3 yeast inh
CC1CCN(C(=O)CCNS(=O)(=O)c2ccc3c(c2)oc(=O)n3C)CC1 | 18 | 3 | 2 | -7 | 13 | -3 | -4 | -6 | 8
C/C(=N\NC(=O)c1nnn(-c2nonc2N)c1-c1cccs1)c1ccc(O)cc1 | -10 | 7 | -2 | -2 | 21 | 1 | -3 | 6 | 3
COc1ccc(N2CC(NC(=O)N3CCN(c4ccccc4)CC3)CC2=O)cc1 (stereo not drawn) | 17 | 0 | -2 | -17 | -15 | 15 | -6 | 1 | 6
O=C(Cn1cnc2c(nnn2Cc2ccccc2)c1=O)N1CCCc2ccccc21 | 21 | 0 | 1 | 0 | -8 | -3 | -8 | 8 | -3
CCSc1nc(-c2ccco2)ccc1C#N | -186 | -1 | -36 | 11 | -5 | -5 | 6 | 13 | 11
CC(C)CN(CCCNC(=O)CN1C(=O)COc2ccc(S(=O)(=O)N3CCCC3)cc21)CC(C)C | 2 | -6 | 0 | 0 | -11 | -8 | 11 | -19 | 9
Cc1cccc(NC(=O)c2ccc3nsnc3c2)c1C | 16 | -3 | 2 | -8 | -12 | 3 | -9 | 0 | 32
CC(=O)NC(CCS(C)(=O)=O)C(=O)Nc1ccc(Cl)c(Cl)c1 (stereo not drawn) | 18 | 8 | 4 | -9 | -17 | 3 | -7 | 1 | -5
O=C(Nc1ccc(Oc2ncnc3cc(Cl)ccc23)nc1)c1cccs1 | -34 | -6 | 6 | -14 | -13 | 6 | -3 | -12 | 11
Cc1cccc(C)c1NC(=O)CN(C)C(=O)[C@H](C)NC(=O)c1ccco1 | 7 | -1 | -1 | -10 | 2 | 2 | -6 | -18 | 18
CCOC(=O)C1=C(c2ccccc2)OC(N)=C(C#N)C1C(C)C (stereo not drawn) | 11 | 0 | -1 | 9 | -3 | 6 | 0 | 13 | -3
COc1ccc(OC)c(C2CC(=O)Nc3n[nH]c(-c4ccccc4)c32)c1 (stereo not drawn) | 8 | 3 | 0 | 11 | -6 | 5 | 2 | -8 | 10
Cc1cc(C)c(S(=O)(=O)c2ccc(F)cc2C)c(=O)[nH]1 | -20 | 7 | 2 | 3 | -8 | 9 | -5 | -4 | -2
O=C(CSc1ncnc2nc[nH]c12)N1CCOCC1 | 3 | 4 | 1 | -1 | 3 | 4 | 10 | -1 | 8
CCCn1c(SCC(=O)NCCc2ccccc2)nnc1-c1ccco1 | 9 | 5 | 0 | 15 | 9 | 2 | -4 | -13 | 3
O=c1[nH]c(C2CCN(S(=O)(=O)c3ccccc3)CC2)nc2c1nnn2Cc1cccc(Cl)c1 | 11 | -10 | 0 | 32 | -14 | -11 | 1 | -18 | 2
Cc1ccc2cc(C3C(C#N)=C(N)Oc4c3ccc3cccnc43)c(=O)[nH]c2c1 (stereo not drawn) | -169 | 7 | -64 | 27 | 36 | 3 | -17 | 2 | 16
Cc1nnc(NC(=O)CN2CCN(Cc3ccccc3)CC2)s1 | 17 | -7 | 0 | 9 | -9 | -2 | -6 | -14 | 21
CCOC(=O)NC(Nc1ncccn1)(C(F)(F)F)C(F)(F)F | 13 | 9 | -1 | -3 | -15 | -3 | -6 | 1 | 15
CCOc1cc(C(=O)NC(=S)Nn2cnnc2)cc(OCC)c1OCC | 2 | 0 | 2 | 8 | -11 | 7 | -2 | 3 | 12

A draw from above in order of SMILES length, falling:
SMILES | SENP8 block-1 | SENP8 block-2 | SENP1 FRET inh | Apaf-1 inh | SENP6 inh | SENP7 inh | HKDC1 inhibitor | PfGluPho inh | NALP3 yeast inh
Cc1ccc2cc(C3C(C#N)=C(N)Oc4c3ccc3cccnc43)c(=O)[nH]c2c1 (stereo not drawn) | -169 | 7 | -64 | 27 | 36 | 3 | -17 | 2 | 16
O=C(Nc1ccc(Oc2ncnc3cc(Cl)ccc23)nc1)c1cccs1 | -34 | -6 | 6 | -14 | -13 | 6 | -3 | -12 | 11
CCOc1cc(C(=O)NC(=S)Nn2cnnc2)cc(OCC)c1OCC | 2 | 0 | 2 | 8 | -11 | 7 | -2 | 3 | 12
CCSc1nc(-c2ccco2)ccc1C#N | -186 | -1 | -36 | 11 | -5 | -5 | 6 | 13 | 11

Additional entries.
SMILES | SENP8 block-1 | SENP8 block-2 | SENP1 FRET inh | Apaf-1 inh | SENP6 inh | SENP7 inh | HKDC1 inhibitor | PfGluPho inh | NALP3 yeast inh
COc1ccc(CCNC(=O)CCS(=O)(=O)c2ccc3c(c2)oc(=O)n3C)cc1OC | -3 | -7 | 2 | -8 | -8 | 2 | -5 | 2 | -6
CCOc1cc(/C=N/NC(=O)Cn2nc([N+](=O)[O-])cc2C)ccc1OCc1ccc(F)cc1 | 16 | 9 | 0 | -4 | -30 | 10 | -1 | -11 | 8
O=C(CN1C(=O)COc2ccccc21)c1cccc(Cl)c1 | 14 | -2 | 1 | -10 | -14 | 6 | -7 | 4 | -35
C[n+]1ccc(C(=O)NCCC[N+](C)(C)C)cc1/C=N/O | 11 | -5 | 2 | -9 | -21 | -3 | -6 | -10 | 17
O=C(c1ccco1)N1CCN(c2ncnc3scc(-c4ccc(F)cc4)c23)CC1 | 28 | 0 | 2 | 14 | -12 | -3 | 0 | -31 | -1
O=C(Cn1cnnn1)NC1CCCN(Cc2ccccc2F)C1 (stereo not drawn) | 19 | 8 | -2 | -5 | -4 | 5 | 4 | 5 | 5
Cc1nccc(-c2cccc(N/N=C(\C#N)C(=O)c3ccccc3)c2)n1 | 38* | 3 | 0 | -14 | 5 | -1 | 8 | -13 | 27
COc1ccc(C2CC(=O)c3c(ccc4ccccc34)N2)cc1OC (stereo not drawn) | 10 | 2 | 3 | 11 | -1 | 5 | 1 | -19 | 0
COc1ccc(OC)c(NC(=O)COC(=O)CCCN=C2NS(=O)(=O)c3ccccc32)c1 | 10 | 5 | 3 | 1 | 12 | 6 | 2 | 6 | 8
CSc1ccc(C(=O)C2CCCN(C(=O)CCc3cnn(C)c3)C2)cc1 (stereo not drawn) | 1 | -5 | 2 | -6 | 7 | -6 | 0 | -9 | 11
COc1ccc([C@H]2CC(=O)C=C(c3cccc(OC)c3)C2)cc1 | 0 | 2 | 0 | 12 | 1 | 7 | 0 | 16 | 21
CN(C)CCCCOc1ccc(F)cc1 | 11 | -8 | 2 | 6 | -10 | -8 | -11 | -1 | 7
COCCNC(=O)C(c1ccc(O)cc1)N(C(=O)CCC(=O)Nc1nccs1)c1cccc(C)c1 (stereo not drawn) | 5 | -13 | 1 | 13 | -2 | -12 | -7 | -1 | 14
CCOc1ccc(C(=O)NCC(c2cccs2)N2CCOCC2)cc1 (stereo not drawn) | 14 | 7 | 0 | 1 | 2 | 2 | -3 | 0 | 14
OC(COc1ccc2ccccc2c1Br)Cn1cnc(-c2ccccc2)c1 (stereo not drawn) | 9 | -3 | -1 | -6 | -13 | 7 | 3 | 14 | 11
COc1ccc(/C=N/c2oc(-c3ccccc3)cc2C#N)cc1OC | -437 | -7 | -2 | -4 | -7 | -5 | 3 | -21 | 26
Cc1cc(C)c(S(=O)(=O)NCc2ccncc2)c(C)c1 | 26 | 6 | 1 | -2 | 1 | 2 | -3 | -15 | 17
Cc1ccc(C)c(SCC(=O)OCC(=O)Nc2ccc(S(=O)(=O)N3CCOCC3)cc2)c1 | 6 | -5 | 3 | -5 | -42 | -6 | 18 | 8 | 11
COc1cc(/C=C/C(=O)OCc2cn3cc(Cl)ccc3n2)ccc1O | -140 | -8 | -34 | -11 | -21 | 1 | 0 | 4 | -5
CCOc1ccc2[nH]cc(C(=O)N3CCN(C4CCCCC4)CC3)c(=O)c2c1 | -84 | -1 | 0 | -19 | -6 | 3 | -6 | 8 | 8
CCOC(=O)c1sc(C)c2c1NC(C)(c1cccc3ccccc13)NC2=O (stereo not drawn) | -443 | -6 | -2 | 28 | 6 | 2 | 0 | -3 | 6
COC(=O)c1ccc(-n2c(C)cc(/C=N/n3cnnc3)c2C)cc1 | -6 | -4 | 12 | -1 | -8 | -2 | -5 | -3 | -14
O=C(COC(=O)C1CC(=O)N(c2nc(-c3ccccc3)cs2)C1)c1ccccc1 (stereo not drawn) | 20 | 7 | -2 | 1 | 6 | 6 | -1 | -6 | 3
CCCCc1nc(C(N)=O)c2[nH]c(=O)n(-c3ccc(OC)cc3OC)c2n1 | -26 | -10 | 1 | 4 | -3 | -12 | 2 | -14 | 12
COc1cc(/C=N/NC(=O)c2ccncc2)c([N+](=O)[O-])cc1OC | 21 | -6 | 5 | 4 | -9 | -5 | 1 | 26 | 22
COc1ccc(C)cc1NC(=O)CSc1cccc[n+]1[O-] | 19 | -1 | 2 | -6 | 0 | 3 | -1 | 3 | 6
COc1cc(/C=N/n2cnnc2)ccc1OC(=O)c1ccco1 | 5 | -11 | 1 | -8 | -23 | -9 | 2 | -11 | 5
C/C(CC(=O)Nc1cc(Cl)ccc1Cl)=N\NC(N)=S | 4 | -6 | 0 | 3 | -5 | -11 | -4 | -5 | 18
c1ccc(C2(CN3CCNC[C@H]3Cc3cccc4ccccc34)CC2)cc1 | 1 | -16 | -26 | 53* | -2 | 3 | 9 | -8 | 17
O=S(=O)(O)c1cc(O)c2c(O)c(N=Nc3cc(Cl)ccc3O)c(S(=O)(=O)O)cc2c1 | 30 | 20 | -1 | 9 | 28 | 10 | 1 | -22 | 23
COc1ccc(S(=O)(=O)Nc2ccc3c(c2)N(C(C)=O)CCC3)cc1 | 1 | 8 | 0 | 3 | -6 | 0 | 2 | 12 | 20
Cc1sc2nc(CSc3nc4ccccc4s3)[nH]c(=O)c2c1C | . | -1 | . | -6 | 1 | -7 | . | . | 5
Oc1c(C=Nc2ccc(Cl)cn2)sc2ccccc12 | -110 | 28 | -71 | 0 | 66* | 57* | 1 | -7 | 21
O=C(COC(=O)c1ccc(Cl)nc1)NCc1cccs1 | 8 | 3 | 1 | 2 | -5 | 3 | -4 | 6 | 18
O=c1[nH]c2cc3c(cc2cc1CN(CC1CCCO1)S(=O)(=O)c1ccccc1)OCCO3 (stereo not drawn) | -274 | -10 | 3 | 1 | 11 | 7 | -5 | -3 | 19
O=C(NN1C(=O)c2ccccc2C1=O)c1ccncc1 | 19 | -11 | 3 | -2 | -34 | -9 | -8 | -2 | 6
N=c1n(CCN2CCOCC2)c2ccccc2n1Cc1ccccc1Br | 16 | -5 | 1 | -5 | 0 | -6 | -6 | -5 | 1
COc1cccc(CNC(=O)c2nnn(CC(=O)Nc3cc(C)ccc3C)c2N)c1 | 13 | 4 | 0 | -17 | 1 | 5 | -2 | -7 | 1
COCCn1cnc2c1c(=O)n(CC(=O)c1ccc3c(c1)OCCO3)c(=O)n2Cc1ccccc1 | 2 | -4 | -3 | -16 | 14 | 4 | 1 | 14 | 17
CCOCCCNS(=O)(=O)c1ccc(NC(=O)C2CC(=O)N(c3ccc(C)cc3)C2)cc1 (stereo not drawn) | 1 | 3 | 3 | 5 | 2 | 0 | -4 | -5 | 21

Screening results (PubChem)
